Screens: PubChem, Broad Institute
DENV2 CPE: inhibitors of DENV2 cytopathic effect, primary screen, cell-based, plate reader, single concentration; DENV2-infected cells, cytopathic effect rescue; CPE inhibition, % at 9.99 µM; actives 1.7% (n = 350,000); in the data active = CPE inhibition above about 20%, passing the limit was not always enough; inconclusive = no clear call, values can overlap the other calls; tested in BHK-21 cells;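 also: 0% = median of neutral control wells and 100% = median of positive control wells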
Xi reactivation: activators of inactive X chromosome reactivation, primary screen, imaging, XiGFP fibroblasts, GFP high-content imaging, set 2. activation, % at 7.58 µM. XiGFP mouse fibroblasts, % GFP-positive cells imaging, 3 d; cells co-treated with 5-aza-dC sensitizer; scaled so ellipticine positive control = 100%. actives 0.055% (n = 360,000);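 active = mean normalized replicate activation at least 10% and every replicate at or above 10%; inconclusive = only one of the two criteria met; inactive = mean below 10% and not all replicates reach 10%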;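 also: 0% = median of on-plate neutral control wells and 100% = ellipticine 6 µM median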
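Assay system: SV40-immortalized XiGFP fibroblast cells, line 68-5-11; buffer or medium: DMEM plus 5-aza-dC sensitizer; compound: one concentration, pinned; timing: compounds 3 days, fix/stain 15 min at room temperature; benchmarks: positive control ellipticine, 6 µM final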
EWS-Fli block: EWS/Fli-driven NR0B1 reporter inhibitors, primary screen, A673 cells, NR0B1 luciferase, luminescence, MLPCN library; viability-normalised; inhibition, % at 12.6 µM; actives 0.67% (n = 350,000); AID 651661, 2012;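 active = mean inhibition of at least 50% after viability correction, with every replicate also passing that limit; inconclusive = mean reaches 50% but only one of two replicates passes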;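 also: firefly luciferase signal divided by Alamar Blue viability fluorescence both relative to DMSO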
ARNT TACC3 PPI: disruptors of ARNT/TACC3 protein interaction, primary screen, biochemical, AlphaScreen, single concentration | Transforming acidic coiled-coil-containing protein 3 (Homo sapiens), Q9Y6A5 | AlphaScreen His-ARNT PAS-B/GST-TACC3 binding, luminescence; TACC3 fragment carries E629A point mutation | inhibition, % at 9.99 µM | actives 0.66% (n = 390,000) | AID 623870, 2012;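 active = mean inhibition of replicates at least 50% and at least half of replicates each reaching 50%; inconclusive = half or more replicates reach 50% but mean below 50%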;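 also: 0% = complete ARNT plus TACC3 wells and 100% = ARNT alone without TACC3; many hits fall short of the cut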
INS-1E GSIS act: GLuc luminescence reporter in INS-1E cells, primary screen for activators of glucose-dependent secretion of insulin. INS-1E GLuc reporter insulin secretion, 2-3 h. activation, % at 16.6 µM. actives 0.61% (n = 370,000);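 active = lowest replicate activation of at least 40%, so every replicate reaches that level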;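 also: 0% = median of neutral control wells and 100% = median of IBMX positive control wells; some compounds called inactive have numbers as strong as hits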
PAX8 inh HTS: inhibitors of PAX8-driven TPO luciferase reporter, primary screen, RMG-I cells, single concentration; SteadyGlo, 24 h; inhibition, % at 12.6 µM; actives 1.2% (n = 360,000); AID 652154, 2013;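 active = mean replicate inhibition at least 60% with every replicate also reaching 60%; inconclusive = only one of the two criteria is met; inactive = mean below 60% and not all replicates reaching 60%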;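 also: luciferase light reporting Pax8 driven TPO promoter activity; plate controls were median of neutral control wells for no effect and mitoxantrone controls for full effect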
F508del corr: F508del CFTR correction, initial screen, CFBE line, single point; activity (quench increase), % at 7.58 µM; CFBE cells, YFP halide quenching; stimulated with forskolin plus potentiator P3; % fluorescence drop versus neutral controls; AID 720511, 2013; actives 0.36% (n = 350,000);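 active = mean added fluorescence quench of at least 8% versus neutral control, with both replicates also reaching 8%; inconclusive = only one of the mean or replicate conditions met; inactive = mean below 8% and not both replicates reaching 8%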;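 also: cells transiently co-express mutant CFTR-F508del with the halide-sensitive YFP; corrector assay measuring rescue of mutant channel to the surface after 24 h compound exposure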
ERp5 inh: inhibitors of ERp5-driven insulin aggregation, primary screen, biochemical, turbidity, absorbance 650 nm, single point; Protein disulfide-isomerase A6 (Homo sapiens), Q15084; 90 min; inhibition, % at 9.99 µM; actives 0.05% (n = 350,000); AID 651711, 2012;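 active = mean replicate inhibition above about 25%, with every replicate also reaching it, limit read from the data, passing the limit was not always enough; inconclusive = only one of those two criteria met; inactive = neither criterion met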
Target sequence (Q15084 whole entry, looked up): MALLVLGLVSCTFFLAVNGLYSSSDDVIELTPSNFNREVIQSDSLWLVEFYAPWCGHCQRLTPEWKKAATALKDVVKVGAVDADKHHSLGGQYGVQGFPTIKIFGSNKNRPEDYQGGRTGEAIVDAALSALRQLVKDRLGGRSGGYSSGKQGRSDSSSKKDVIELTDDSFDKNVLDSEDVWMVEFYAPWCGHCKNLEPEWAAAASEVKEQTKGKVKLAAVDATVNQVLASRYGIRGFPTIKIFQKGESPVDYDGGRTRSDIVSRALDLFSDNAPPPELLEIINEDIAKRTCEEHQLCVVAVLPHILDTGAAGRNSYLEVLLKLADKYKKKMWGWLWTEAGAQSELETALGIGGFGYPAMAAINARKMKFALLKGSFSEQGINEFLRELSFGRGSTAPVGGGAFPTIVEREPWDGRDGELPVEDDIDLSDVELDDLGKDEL
Starred values were filed as active, the others as inactive; u = inconclusive; x = not tested or not shown; & = joins results of further samples.

molecule,EWS-Fli block,ARNT TACC3 PPI,INS-1E GSIS act,Xi reactivation,PAX8 inh HTS,DENV2 CPE,ERp5 inh,F508del corr
CC(C)NC(=O)N(C)C[C@H]1Oc2c(NC(=O)Nc3ccc4c(c3)OCO4)cccc2C(=O)N([C@H](C)CO)C[C@@H]1C,-26&-1,-2,0&-1,-0.2&0.1,-24&6,16&-1,-4&-4,2.5&2.9
CCCC#Cc1cnc2c(c1)C(=O)N([C@H](C)CO)C[C@H](C)[C@@H](CN(C)C(=O)CN1CCOCC1)O2,-8,-6,-8,0.6,x,2,3,-0.4
COc1ccc(CN(CC(=O)NC2CCCCC2)C(=O)CCCC(=O)Nc2ccccn2)cc1,-4,-13,-10,0.0,11,3,-1,x
C[C@@H]1CN([C@@H](C)CO)S(=O)(=O)c2ccc(Br)cc2O[C@@H]1CN(C)S(=O)(=O)c1ccc(F)cc1,-7&-16,-10,-9&-26,0.0&0.6,-2&14,u,2&4,1.6
COc1cccc(C2SCC(=O)N2c2cccc(C)c2)c1OC (stereo not drawn),x,-2,29,0.0,-3,x,x,x
CC1OC(=O)c2cc3ccccc3nc21 (stereo not drawn),0,x,x,0.0,-14,-4,-2,3.4
CCCN(CCC)Cc1cc(=O)oc2cc(C)ccc12,-17,x,3,0.2,-24,-2,-9,5.1
COc1ccc(NC(=O)Nc2ccc3c(c2)C(=O)N([C@H](C)CO)C[C@H](C)[C@H](CN(C)Cc2ccncc2)OCCCC[C@@H](C)O3)cc1,-8,-1,1,-1.2,-6,-4,3,-1.6
COc1ccc(F)cc1C(=O)C1CCCN(Cc2cn(C)c3ccccc23)C1 (stereo not drawn),13,30,1,0.1,33,-6,-3,-0.7
S=C(NCCc1ccccc1)N1CCC2CC1c1cc(-c3ccc4c(c3)OCO4)ccc12 (stereo not drawn),26,x,-6,x,37,17,1,0.1
CCN(CC)C1CCN(C(=O)c2ccc(OC3CCN(Cc4ccccn4)CC3)cc2)C1 (stereo not drawn),x,13,-1,0.3,1,-2,4,0.2
COCCN(C)Cc1cn(-c2ccc(F)cc2F)nc1-c1ccccc1C,9,-3,-8,0.1,6,2,-7,-0.5
COc1ccc(N2CCN(C(=O)c3ccc(C)cc3)CC2)c([N+](=O)[O-])c1,x,9,-10,0.0,5,x,x,x
CNC[C@H]1OCCCC[C@H](C)Oc2ccc(N(C)C)cc2C(=O)N([C@@H](C)CO)C[C@@H]1C,-2,-2,20,-0.1,1,3,4,1.2
C[C@H](CO)N1C[C@H](C)[C@H](CN(C)Cc2ccc3c(c2)OCO3)OCCCC[C@H](C)Oc2ccc(N(C)C)cc2C1=O,-2,41&-3,19,-1.2,10&26,-4&-9,10&-1,2.5&-1.1
C[C@@H]1CN([C@@H](C)CO)C(=O)c2cc(NS(=O)(=O)c3cn(C)cn3)ccc2O[C@H]1CN(C)Cc1ccc(-c2ccccc2)cc1,18,-2,3,1.0,4,-2,-1,-0.9
C=CCOc1cccc(/C=N/NC(=O)CN(c2cc(Cl)ccc2OC)S(=O)(=O)c2ccc(C)c([N+](=O)[O-])c2)c1,0,-14,7,0.1,-4,8,-1,0.5
COc1ccc(CNC(=O)C[C@@H]2C[C@@H]3c4cc(NC(=O)CN(C)C)ccc4O[C@@H]3[C@H](CO)O2)cc1,0,-7,4,-0.1,-7,10,9,-3.4
Cc1cc(C)cc(NC(=O)COc2coc(CN3CCc4ccccc43)cc2=O)c1,8,-1,-9,0.5,20,-1,-5,0.7
COc1ccc2c3c(n(C)c2c1)[C@H](CO)N(C(=O)Nc1ccc(F)cc1)CC31CN(C(=O)c2cccnc2)C1,-7,x,0,0.0,x,25*,0,0.2
COc1cc2[nH]c(=O)n(CCC(=O)N3CCN(Cc4ccc5c(c4)OCO5)CC3)c(=O)c2cc1OC,-9,4,5,0.1,0,-5,4,-1.1
O=C(CN1CCOCC1)NCC[C@@H]1CC[C@H](NC(=O)c2ccc3c(c2)OCO3)[C@H](CO)O1,-2,4,0,-0.1,2,-12,-3,0.5
O=C(C[C@@H]1C[C@@H]2c3cc(NS(=O)(=O)c4ccc(F)cc4)ccc3O[C@@H]2[C@@H](CO)O1)NC1CCCCC1,-2,x,-8&-2,0.2&0.0,6,8,-2,-0.6
Cc1cc(C(=O)CSc2nc3ccccc3[nH]2)c(C)n1Cc1ccco1,x,-6,-39,0.1,-89,0,-1,x
O=C(CSc1nnc2c(n1)[nH]c1ccccc12)Nc1nncs1,0,-3,0,0.0,0,-1,5,0.8
CCNC(=O)[C@H]1[C@H](CO)[C@H]2Cn3c(ccc(-c4ccccc4)c3=O)[C@@H]1N2C(=O)C1CC1,-10,3,4,0.4,-1,-9,1,-1.9
CSCc1ccc(C(=O)N2CCC(CCC(=O)N(C)Cc3ccccc3)CC2)o1,-1,-2,-12,0.0,7,7,-3,-0.4
Nc1cc(=O)[nH]n1C1CCCCC1,2,-2,-2,0.0,8,4,1,3.9
C[C@@H]1CN([C@@H](C)CO)C(=O)c2cc(NS(=O)(=O)c3ccccc3)ccc2O[C@@H](C)CCCCO[C@@H]1CN(C)S(=O)(=O)c1cn(C)cn1,-21,-8,12,-0.2,9,-4,-2,-0.3
C[C@@H]1CCCCO[C@H](CN(C)C)[C@@H](C)CN([C@H](C)CO)C(=O)c2cc(NS(=O)(=O)c3cn(C)cn3)ccc2O1,x,0,18,0.4,-11,-8,3,-2.5

The list continues:
molecule,EWS-Fli block,ARNT TACC3 PPI,INS-1E GSIS act,Xi reactivation,PAX8 inh HTS,DENV2 CPE,ERp5 inh,F508del corr
O=C(Nc1ccc(F)c(Cl)c1)c1nsc(Cl)c1Cl,-92,-8,x,0.0,-166,-6,4,4.2
CC(C)C(CCNCc1ccccn1)c1ccc(Cl)cc1 (stereo not drawn),16,12,6,0.4,0,-1,1,0.7
O=C(Nc1cc(F)ccc1F)N[C@H]1CC[C@H](CCNC(=O)c2cnccn2)O[C@H]1CO,-12,0,4,-0.3,12,-8,-5,-0.7
C[C@H](CO)N1C[C@H](C)[C@@H](CN(C)C(=O)Nc2ccc(C(F)(F)F)cc2)Oc2ccc(NC(=O)Nc3ccc(F)cc3)cc2C1=O,4,x,-7,-1.2,x,x,x,1.1
C[C@H](CO)N1C[C@H](C)[C@H](CN(C)Cc2ccc(-c3ccccc3)cc2)Oc2ccc(NC(=O)Nc3ccc(C(F)(F)F)cc3)cc2CC1=O,-11,5,15,-0.4,20,u,1,-4.1
COc1ccc(C2Nc3ccccc3C(=O)N2C2CCCCC2)cc1 (stereo not drawn),-11,4,x,0.1,-28,5,-7,-0.7
C[C@H]1CCCCO[C@@H](CN(C)C(=O)Nc2ccc(C(F)(F)F)cc2)[C@@H](C)CN([C@@H](C)CO)C(=O)c2cc(NC(=O)Nc3ccc(C(F)(F)F)cc3)ccc2O1,-4,9,14,0.3,22,18,x,0.0
Cc1ccccc1-c1noc(-c2ccccc2C(=O)NCc2ccco2)n1,-4,-6,-30,0.0,16,-4,-2,0.2
COc1ccccc1C#Cc1ccc2c(c1)[C@@H]1[C@@H](CCN1S(=O)(=O)c1cn(C)cn1)[C@@H](CO)N2,-25,17,0,0.1,-6,-11,-1,2.5
CCOc1c2ccc(C(=O)NCc3ccco3)cc2nn1CCOC,-2,-4,-6,0.0,-25,-8,7,3.2
CN1CCC(NC(=O)C2(C)CCN2Cc2ccc3ccccc3c2)CC1 (stereo not drawn),2,x,13,0.1,4,2,-2,-2.8
CO[C@H](CN(C)S(=O)(=O)c1cccc(Cl)c1)[C@@H](C)CN(C(=O)Nc1ccccc1F)[C@H](C)CO,-11,2,-5,0.0,x,-2,5,-2.3
C[C@@H]1CN([C@@H](C)CO)S(=O)(=O)c2ccc(C#CC(C)(C)O)cc2O[C@H]1CN(C)CC1CCCC1,6,-7,3,-0.7,x,-3,5,-1.9
CS(=O)(=O)c1ccc(C(=O)Nc2cc(S(C)(=O)=O)ccc2Cl)cc1,-1,6,7,-0.1,-14,x,2,x
Cc1cc(C)nc(NC(=O)c2ccc(Br)cc2)n1,-2,-12,38,0.3,2,12,2,1.5
O=C(N/N=C(\CC(=O)c1cccs1)C(F)(F)F)c1cccnc1,12,-3,-3,0.0,4,9,-2,3.1
Cc1nnc(NC(=O)CSc2nnc(Cc3cccn3C)n2C)s1,1,x,-7,-0.1,6,u,3,-4.1
COc1ccc(-n2c(-c3ccc(Cl)cc3)c[n+]3c2CCCCC3)cc1,14,1,-22,0.2,52,-7,4,3.7
COc1cccc(CN2CCN(C(=O)c3cc(-c4ccncc4)nc4ccc(C)cc34)CC2)c1,x,15,20,0.1,39,2,5,-0.8
CS(=O)(=O)Nc1ccccc1C(=O)NCC1(N2CCCCC2)CCCCC1,3,0,4,0.6,-9,0,1,-2.1
COc1ccc(CCCC(=O)NCCc2ccccc2)cc1,-5,-13,-12,0.1,-23,2,2,-0.2
CN(CC(=O)Nc1ccc(F)c(F)c1F)C(=O)c1ccc(=O)[nH]c1,7,-2,4,0.0,2,-1,-3,-0.5
NC(=O)c1ccccc1NC(=O)CCc1ccccc1,-44,-20,1,x,x,3,8,1.3
O=C(C[C@@H]1C[C@@H]2c3cc(NC(=O)Nc4ccccc4F)ccc3O[C@@H]2[C@H](CO)O1)NCC(F)(F)F,-10,-6,13,0.2,-46,3,5,-2.2
O=C(N/C=C/n1cnc2cc(C(F)(F)F)ccc21)c1ccccc1,2,-3,4,-0.1,0,3,1,1.7
CC(=O)Oc1ccc(C2(C)CC(C)(C)NC(=S)N2C)c(OC(C)=O)c1 (stereo not drawn),5,0,14,0.0,6,-4,5,0.9
Cc1ccc(N2C(=O)C3NN=C(C(=O)OCc4ccccc4)C3C2=O)c(C)c1 (stereo not drawn),8,-6,-15,0.0,3,6,-4,-6.0
OC[C@H]1[C@H](c2ccc(C#CC3(O)CCCC3)cc2)[C@H]2CN(Cc3ccccc3F)CCCCN21,2,8,15,0.0,4,5,10,8.9*
COC(=O)c1ccccc1S(=O)(=O)N1CCC(C(=O)NCc2ccco2)CC1,7,3,x,0.0,-4,-7,-6,-1.9
COc1ccc(S(=O)(=O)NCCC(=O)OCC(=O)c2ccc[nH]2)cc1[N+](=O)[O-],0,-4,x,0.0,3,-2,2,-0.2

(further entries)
molecule,EWS-Fli block,ARNT TACC3 PPI,INS-1E GSIS act,Xi reactivation,PAX8 inh HTS,DENV2 CPE,ERp5 inh,F508del corr
C[C@@H]1CN([C@H](C)CO)C(=O)c2cc(Br)cnc2O[C@H]1CN(C)Cc1cccnc1,-8&-2,-13,13&6,0.3&0.0,-18&-4,6&-6,0&-2,-0.7&-0.7
CCCOc1c(Cl)cc(C(=O)NC)cc1OC,0,-1,6,1.0,6,6,0,0.8
Cc1ccc(-n2nc3ccc(NC(=S)NC(=O)/C=C/c4ccco4)cc3n2)cc1,-13,2,2,0.0,-9,2,-9,x
Cc1ccc(S(=O)(=O)NC2CCCCC2)c2nsnc12,-27,3,19,0.1,-36,5,-3,x
N#CCN(N=Nc1ccccc1)c1ccccc1,-10,-8,-1,0.0,10,7,-1,-0.5
